Insulin prom up: insulin promoter activators in MIN6 cells, imaging, high-content screening, mouse beta cells. MIN6 insulin promoter-GFP reporter; active compounds read high. z-score at 5 µM. actives 0.3% (n = 190,000);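 active means z-score above 3 at 5 µM with at least 500 cells counted in the well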
SV40 large T antigen: SV40 large T antigen inhibitors, biochemical (AID 1903); SV40 large T antigen ATPase/helicase inhibition assay; higher % means a stronger effect; inhibition, % at 20 µM; hits with a dose series show IC50 in µM; actives 0.39% (n = 310,000); in the data active means a potency from the dose series; further: strong numbers were not always called active
TNAP activation fold: human TNAP enzyme activators, primary screen, biochemical, luminescent, no phosphate acceptor, uHTS (AID 1001). Alkaline phosphatase, tissue-nonspecific isozyme (Homo sapiens). purified TNAP, luminescent activation assay, no phosphate acceptor; higher activation fold means a stronger effect. one-dose activation fold at 20 µM; EC50 in µM for titrated hits. actives 0.03% (n = 200,000); in the data active means activation fold from about 3, or a potency from the dose series; inactive means the rest, 99 in 100 with activation fold below about 1.6; further: many of its hits are not listed in these tables
RSV CPE inhibition: RSV antiviral activity via CPE protection, HEp-2 cells, primary 10 µM value included (AID 2391) | HEp-2 cells, RSV-induced CPE inhibition; higher % means a stronger effect | one-dose CPE inhibition, % at 10 µM; IC50 in µM for titrated hits | actives 0.13% (n = 310,000); in the data active means a potency from the dose series; further: strong numbers were not always called active
human PMI inhibitors: human PMI inhibitors, high substrate, primary screen, biochemical, fluorescence intensity, high mannose 6-phosphate (AID 1220); Mannose-6-phosphate isomerase (Homo sapiens); recombinant PMI enzyme, coupled fluorescence intensity; higher % means a stronger effect; one-dose inhibition, % at 20 µM; IC50 in µM for titrated hits; actives 0.66% (n = 190,000)
West Nile antiviral: West Nile virus antiviral activity, cell-based, CPE readout (AID 1621); West Nile virus-infected cells, CPE inhibition; higher % means a stronger effect; CPE inhibition, % at 10 µM, or IC50 in µM where a hit was titrated; actives 0.02% (n = 290,000); in the data active means a potency from the dose series; further: strong numbers were not always called active
Salmonella PhoP GFP: inhibitors of PhoP regulon expression, primary screen, Salmonella Typhimurium, GFP reporter (AID 1863) | inhibition, % at 50 µM; hits with a dose series show IC50 in µM | S. Typhimurium PhoP-regulated promoter GFP reporter, 4 h; higher % means a stronger effect | actives 0.16% (n = 300,000);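 active means inhibition over 29.93%, a cutoff 3 SD above the screen mean, later confirmed by dose response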;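 further: 0% = low Mg2+ inducing control and 100% = high Mg2+ repressing control; strong numbers were not always called active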
CSM14.1 death rescue: rescue of cells from ER stress-induced death, primary screen, 384-well, CSM14.1, thapsigargin, ATP luminescence (AID 1222) | CSM14.1 thapsigargin-induced death rescue, ATP luminescence; higher % means a stronger effect | cellular ATP content (survival), % at 20 µM; hits with a dose series show EC50 in µM | 190,000 tested, under 10 active;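 active means EC50 below 50 µM in the dose-response confirmation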;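 further: death triggered by thapsigargin at about 15 µM added after 2 h compound pretreatment; cell ATP read after overnight thapsigargin exposure of roughly 18 to 22 hours; normalized against plate controls of thapsigargin alone and 5% DMSO vehicle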
PMI inhibitors: inhibitors of human PMI, primary screen, biochemical, fluorescence intensity, coupled assay (AID 1209); inhibition, % at 20 µM, or IC50 in µM where a hit was titrated; actives 0.42% (n = 190,000); purified PMI enzyme, coupled fluorescence intensity; higher % means a stronger effect; Mannose-6-phosphate isomerase (Homo sapiens);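 further: plate controls were DMSO vehicle for no effect and wells lacking substrate for full effect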
Insulin prom up cell count: further read-out of Insulin prom up, marked with its call; cell count; measured here: cytotoxicity, nuclei count;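 total cells summed across four imaged fields per well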
* = called active by the depositor; / = not tested or not shown. Unless noted, no stated cut-off is given here; in the data, active means inhibition above about 50%; inactive means the rest.

SMILES	Insulin prom up	Insulin prom up cell count	SV40 large T antigen	TNAP activation fold	RSV CPE inhibition	human PMI inhibitors	West Nile antiviral	Salmonella PhoP GFP	CSM14.1 death rescue	PMI inhibitors
COc1cc(S(=O)(=O)N(Cc2ccc(C)cc2)Cc2ccco2)ccc1-n1cnnn1	/	/	16%	1	0.6%	10%	-0.2%	-1%	-1.2%	11%
O=C(c1cc([N+](=O)[O-])cc([N+](=O)[O-])c1)N1CCN(C(=O)c2ccco2)CC1	-0.16	1185	17%	/	2.9%	/	0.4%	-5%	/	/
COc1ccccc1-c1nnc2n1N=C(C)CS2	0.23	1505	7%	1.1	1.4%	-7%	0.1%	-8%	-1.2%	-10%
Cc1ccc(N2CC(=O)N(c3ccc(C)cc3)CC2=O)cc1	0.13	1329	9%	/	/	/	0.1%	-1%	/	/
Cc1ccc(C(=O)NCC(=O)OCC(=O)Nc2ccc(Cl)cc2C(F)(F)F)cc1C	0.35	1392	12%	1.1	0.5%	2%	0.2%	-9%	-0.3%	-4%
Cc1cc(C)n(CCNC(=O)C2CCC(=O)N(Cc3ccc(Cl)cc3)C2)n1 (centres undefined)	/	/	12%	/	3.2%	/	-0.2%	-7%	/	/
O=C(N/N=C\c1ccc[nH]1)c1cncc(Br)c1	/	/	30%	/	0.6%	/	-0.2%	-4%	/	/
CCOc1ccccc1C(=O)Nc1cc(OC)ccc1OC	-0.29	1474	11%	1.1	/	-4%	0.5%	23%	0.9%	3%
C=CCN(CC=C)CCOc1cccc2ccccc12	0.02	1260	9%	1	1.1%	6%	-0.9%	2%	-0.4%	2%
CCn1c(C)nc2cc(C(=O)NNS(=O)(=O)c3ccc(C)cc3C)ccc21	1	743	10%	1.1	1.4%	-5%	0.0%	-8%	1.9%	9%
CCOc1ccc(CC(=O)Nc2c(C(N)=O)oc3ccc(Br)cc23)cc1OCC	-0.16	808	12%	1	2.4%	6%	0.3%	0%	0.5%	2%
Cc1nn(Cc2ccc(C(=O)NN)o2)c(C)c1Cl	0.11	1032	2%	/	/	/	0.1%	-4%	/	/
Cc1sc(NC(=S)NC(=O)C2CCCCC2)c(C(N)=O)c1C	-0.15	1413	6%	0.9	2.8%	10%	-0.3%	-19%	-0.7%	11%
Nc1nnc(Cc2ccc(F)cc2)s1	-0.07	1065	9%	/	3.3%	/	0.0%	-7%	/	/
O=C1c2ccccc2C(Nc2ccccc2)N1c1ccc(Cl)cn1 (centres undefined)	0.47	1055	15%	1.1	/	-5%	-0.2%	8%	-1.5%	5%
CCOP(=O)(NC(c1ccccc1)c1nc2ccccc2[nH]c1=O)OCC (centres undefined)	/	/	24%	/	3.7%	/	-0.5%	-4%	/	/
COC(=O)c1ccccc1NC(=S)N(Cc1ccc2c(c1)OCO2)Cc1cc2cc(OC)ccc2[nH]c1=O	/	/	-4%	1	1.3%	19%	0.0%	-1%	10%	30%
O=[N+]([O-])c1ccccc1/C=N/NC1=NS(=O)(=O)c2ccccc21	0.62	1616	22%	1	0.8%	-7%	0.2%	-3%	1.0%	-21%
Cc1ccc(NC(=O)C(OC(=O)c2ccccc2Cl)c2ccccc2)cc1Cl (centres undefined)	/	/	6%	1.1	8.2%	16%	-0.9%	-22%	-0.8%	26%
C=CCOc1c(Br)cc(/C=N/n2c(CC)n[nH]c2=S)cc1Br	-0.6	1243	6%	0.4	11%	-19%	-0.9%	-7%	-0.9%	-16%
COc1cccc(S(=O)(=O)NCc2ccc(C(=O)Nc3ccc(C)cc3)cc2)c1	-0.33	961	0%	1.1	1.0%	-6%	0.2%	-2%	0.8%	0%
COc1ccc(N(CCC#N)C(=O)/C(C#N)=C\c2cccs2)cc1	-0.27	931	4%	/	1.3%	/	-0.2%	-1%	/	/
CCOC(=O)c1c(NC(=O)Cc2cccs2)sc(C(=O)NC2CCCC2)c1C	0.36	1568	0%	1.1	2.1%	-2%	-0.6%	2%	-3.0%	0%
Cc1c(C#N)c2ncn(Cc3ccccn3)c(=O)c2n1-c1ccccc1	0.56	1566	0%	1.1	1.6%	3%	-0.3%	7%	-1.9%	6%
COc1ccc(CNC(=O)c2ccccc2[N+](=O)[O-])cc1	0.73	1245	13%	1.1	0.2%	11%	0.4%	8%	3.6%	7%

Not a retest: 8 of the compounds above.
SMILES	Insulin prom up	Insulin prom up cell count	SV40 large T antigen	TNAP activation fold	RSV CPE inhibition	human PMI inhibitors	West Nile antiviral	Salmonella PhoP GFP	CSM14.1 death rescue	PMI inhibitors
COc1cc(S(=O)(=O)N(Cc2ccc(C)cc2)Cc2ccco2)ccc1-n1cnnn1	/	/	16%	1	0.6%	10%	-0.2%	-1%	-1.2%	11%
O=C(c1cc([N+](=O)[O-])cc([N+](=O)[O-])c1)N1CCN(C(=O)c2ccco2)CC1	-0.16	1185	17%	/	2.9%	/	0.4%	-5%	/	/
COc1ccccc1-c1nnc2n1N=C(C)CS2	0.23	1505	7%	1.1	1.4%	-7%	0.1%	-8%	-1.2%	-10%
Cc1ccc(N2CC(=O)N(c3ccc(C)cc3)CC2=O)cc1	0.13	1329	9%	/	/	/	0.1%	-1%	/	/
Cc1ccc(C(=O)NCC(=O)OCC(=O)Nc2ccc(Cl)cc2C(F)(F)F)cc1C	0.35	1392	12%	1.1	0.5%	2%	0.2%	-9%	-0.3%	-4%
Cc1cc(C)n(CCNC(=O)C2CCC(=O)N(Cc3ccc(Cl)cc3)C2)n1 (centres undefined)	/	/	12%	/	3.2%	/	-0.2%	-7%	/	/
O=C(N/N=C\c1ccc[nH]1)c1cncc(Br)c1	/	/	30%	/	0.6%	/	-0.2%	-4%	/	/
CCOc1ccccc1C(=O)Nc1cc(OC)ccc1OC	-0.29	1474	11%	1.1	/	-4%	0.5%	23%	0.9%	3%

Other structures
SMILES	Insulin prom up	Insulin prom up cell count	SV40 large T antigen	TNAP activation fold	RSV CPE inhibition	human PMI inhibitors	West Nile antiviral	Salmonella PhoP GFP	CSM14.1 death rescue	PMI inhibitors
COc1ccccc1-n1nc(C)cc1N	-0.08	1153	1%	0.9	0.6%	-4%	0.3%	-3%	2.4%	-5%
COc1ccc(NC(=O)c2ccccn2)cc1	0.06	1489	1%	1.1	2.1%	45%	0.0%	13%	-4.1%	-5%
CCN1CCN(CCCN(Cc2ccco2)C(=S)Nc2ccc(Cl)c(C)c2)CC1	0.17	1249	-2%	1	5.1%	-1%	-1.2%	-4%	-0.9%	-3%
COc1ccc(CCNC(=O)CC(=O)NCCc2ccc(OC)cc2)cc1	/	/	8%	/	1.2%	/	-0.4%	-3%	/	/
CC(=O)Nc1ccc(CN2CCN(Cc3ccc(C)cc3)C(CCO)C2)cc1 (centres undefined)	-0.08	1358	6%	1	-1.2%	-10%	-0.1%	-6%	-1.3%	-3%
O=c1[nH]c(=S)[nH]c2[nH]c(=S)[nH]c12	0.38	1443	27µM*	1.2	1.1%	40%	-0.1%	-7%	-1.0%	68%*
C=CCn1c(SCC(=O)c2ccc(OC)cc2)nnc1C(C)NC(=O)c1cccs1 (centres undefined)	-0.28	1102	3%	1.1	-0.5%	3%	-0.2%	-4%	-2.0%	7%
CCOc1ccccc1NC(=S)Nc1ccc2cn[nH]c2c1	0.65	921	/	/	1.9%	/	0.3%	3%	/	/
CCOc1ccc2nc(CN3CCN(Cc4ccccc4OCC)C(CCO)C3)ccc2c1 (centres undefined)	/	/	18%	/	0.0%	/	-0.9%	3%	/	/
CCOC(=O)C1CNc2cc(S(=O)(=O)CC)ccc2O1 (centres undefined)	-0.13	1270	11%	1	3.1%	4%	0.1%	-5%	-0.7%	8%
COc1ccc(OC)c(S(=O)(=O)N2CCCC(C)C2)c1 (centres undefined)	-0.06	1276	9%	1.1	-0.2%	-11%	-0.3%	0%	-0.7%	-7%
Cc1nn(-c2ccccc2)c2sc(C(=O)NC3CCCCC3)cc12	-0.45	1354	-5%	1	0.1%	7%	2.2%	2%	-1.0%	9%
CCOC(=O)C1=C(CSc2nc3ccccc3s2)NC(=O)NC1c1cc(C)ccc1C (centres undefined)	-1.2	1519	6%	1.1	6.6%	1%	-0.3%	-6%	-6.1%	-4%
CCNC(=S)/C(=C(/[O-])c1ccc([N+](=O)[O-])cc1)[n+]1ccccc1	-0.06	1305	17%	/	0.9%	/	-0.2%	-15%	/	/
CCOc1ccccc1OCCN1CCC(Cc2ccccc2)CC1	-1.1	1188	6%	1	1.6%	-7%	-0.9%	-2%	-0.4%	-1%
Cc1cc2cc(CNC(=O)c3ccc(S(=O)(=O)N4CCCCC4)cc3)ccc2[nH]1	1.5	2038	4%	1	1.4%	19%	0.2%	9%	-2.6%	23%
COc1cc(CN(CC2CCCO2)C(=O)c2ccco2)cc(OC)c1OC (centres undefined)	/	/	8%	/	0.6%	/	-0.1%	-4%	/	/
O=C(O)C(Cc1ccc(F)cc1)c1ccccc1 (centres undefined)	/	/	-5%	/	0.4%	/	0.0%	-6%	/	/
CCN(CC)S(=O)(=O)c1ccc(NN=C2CCN(C)CC2)c([N+](=O)[O-])c1	-0.19	1413	2%	1	-2.1%	7%	-0.3%	-4%	-0.8%	3%
COc1ccc(CCN2C(=O)NC(NC(=O)CC(C)C)(C(F)(F)F)C2=O)cc1OC (centres undefined)	0.72	1126	8%	1.1	1.6%	11%	0.0%	-2%	-0.2%	9%
COc1ccc(Nc2nc3ccc(C)cn3c(=O)c2/C=N/O)cc1	0	1234	8%	1	-0.1%	2%	-0.4%	-5%	1.1%	6%
COc1ccccc1C1CCN(C(=O)c2ccc(C(C)(C)C)cc2)CC1	/	/	6%	/	2.3%	/	-0.3%	7%	/	/
CC(C)C(=O)N1CCN(c2ccc([N+](=O)[O-])cc2Cl)CC1	-0.11	1446	6%	1	2.4%	-10%	-2.0%	-1%	-2.3%	0%
CCOc1ccccc1C(=O)N(CN1CCCC1=O)c1cccc(Cl)c1	-0.1	1375	7%	1	1.6%	13%	-1.5%	1%	-1.2%	-6%
COC(=O)c1cc2ccccc2n1Cc1ccc(Cl)nc1	/	/	23%	/	0.8%	/	-1.1%	3%	/	/

Remaining list, next part
SMILES	Insulin prom up	Insulin prom up cell count	SV40 large T antigen	TNAP activation fold	RSV CPE inhibition	human PMI inhibitors	West Nile antiviral	Salmonella PhoP GFP	CSM14.1 death rescue	PMI inhibitors
CCCn1c(=S)[nH]c2ccc(C(F)(F)F)cc21	0.56	1127	-6%	0.9	3.6%	-9%	-0.6%	5%	-0.4%	-8%
CCOC(=O)CSc1nc(-c2ccccn2)ncc1OC	0.25	1094	-8%	1	-1.1%	-3%	-0.6%	6%	2.7%	0%
COc1cccc(NC(=O)CN2C(=O)COc3ccc(Cl)cc32)c1	1.2	817	3%	1	0.3%	-5%	0.1%	6%	-0.4%	-2%
O=[N+]([O-])c1cccc(Cl)c1CSc1ccccn1	0.37	1694	8%	1	1.5%	22%	0.8%	7%	1.5%	27%
COc1ccc(CCNC(=O)C/C(C)=N/NC(=O)c2ccc(N)cc2)cc1OC	-0.73	1684	18%	1	1.5%	9%	0.6%	-16%	0.2%	7%
CC(=O)c1ccc(NC(=O)C(=O)c2cn(CC(=O)N3CCCCC3)c3ccccc23)cc1	-0.33	1554	-4%	1.2	1.7%	-4%	0.1%	4%	-1.0%	2%
Cc1ccc(NC(=O)CC(NCCN2CCOCC2)C(=O)O)cc1Cl (centres undefined)	0.42	1641	29%	1	-1.0%	7%	0.3%	-1%	3.4%	-1%

Screening data deposited in PubChem by several laboratories.

No enrichment for hits. About 1.5% of those tested had a hit in this group.
